High-throughput results deposited in PubChem by National Center for Advancing Translational Sciences (NCATS).
TRb SRC2 PPI: inhibitors of human thyroid hormone receptor beta-SRC2 interaction | P10828 | TRbeta-SRC2 peptide binding, fluorescence polarization; receptor liganded with 1 µM T3 | 280,000 tested, 0.065% active | AID 1469 | Potency, µM (highest dose often 106 µM), inactives show at the highest dose activity change, negative = inhibition, hits mostly inhibitors;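 note: plate controls were bound peptide for no effect and peptide without receptor for full effect; nearly all actives have a fitted effect of over 50% in size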
Target sequence (P10828 whole entry, looked up): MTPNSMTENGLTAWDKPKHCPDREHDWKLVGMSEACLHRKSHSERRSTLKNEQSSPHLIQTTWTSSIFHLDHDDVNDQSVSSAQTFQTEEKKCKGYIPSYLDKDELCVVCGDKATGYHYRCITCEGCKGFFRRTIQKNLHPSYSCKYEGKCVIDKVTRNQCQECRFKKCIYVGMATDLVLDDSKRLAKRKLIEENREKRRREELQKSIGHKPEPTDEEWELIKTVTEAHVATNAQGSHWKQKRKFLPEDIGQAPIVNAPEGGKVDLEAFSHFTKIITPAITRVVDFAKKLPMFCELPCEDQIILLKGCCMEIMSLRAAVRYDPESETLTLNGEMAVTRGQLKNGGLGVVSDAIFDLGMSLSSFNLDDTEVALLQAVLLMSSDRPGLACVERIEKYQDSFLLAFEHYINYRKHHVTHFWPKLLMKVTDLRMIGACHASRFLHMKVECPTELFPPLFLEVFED
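Each compound concentration gave % activity, normalized to unbound and bound Texas Red SRC2 controls, from polarization read after 5 hr ambient incubation with T3-loaded human TRb LBD.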
RECQ1 helicase: inhibitors of human RECQ1 DNA helicase | Potency, µM (highest dose often 57.3 µM), inactives show at the top dose activity, negative = inhibition, actives largely listed as inhibitors | P46063 | RECQ1 DNA unwinding, red fluorescence kinetic read | 240,000 tested, 0.54% active;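 note: plate controls were vehicle for no effect and no enzyme for full effect; nearly all actives have a fitted effect of over 30% in size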
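50 nM RECQ1T1 preincubated 15 min with compound in Tris pH 8.0 buffer with MgCl2, DTT, Tween-20 and 2.5 ug/ml poly(dI-dC); started with 200 nM TAMRA/BHQ-2 forked duplex and 2 mM ATP. Unwinding read as fluorescence (525/598 nm), two reads 2 h apart.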
TexasRed fluor: Texas Red fluorescence interference in TRb-SRC2 counter-screen; TRb/SRC2 Texas Red total fluorescence interference; Potency, µM (titrated, usually from 106 µM), for inactives: at the highest dose fluorescence change, negative = quenching; 280,000 tested, 0.29% active; AID 1479; active = well fitted curve in either direction with a large enough effect; inconclusive = small, poorly fitted or top-dose-only effect; note: % is set by controls: 0 for no effect and ±100 for the full control effect
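Human TRβ ligand-binding domain (0.6 uM) and Texas Red SRC2 peptide (20 nM) in Tris buffer with 1 uM T3 and 5% DMSO were incubated with pinned compound for 5 hr at ambient temperature. Total fluorescence was computed as S + 2P (555/632 nm).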
LMNA splice mod: LMNA splicing modulation; HeLa LMNA splicing GFP/RFP minigene ratio, 48 h; Potency, µM (top dose mostly 46.1 µM), without a hit: top-dose ratio change, negative = inhibition, most hits filed as inhibitors; 200,000 tested, 0.01% active; AID 1487; active = well fitted inhibition curve with a large enough effect in the signal ratio, with a control signal flat, not every such curve was filed as active; inconclusive = small, poorly fitted or top-dose-only effect, or effect the other way, or a change in a side signal; the % refers to the signal ratio; note: % is set by controls: 0 for no effect and ±100 for the full control effect
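S3 HeLa cells stably expressing lamin A-EGFP splicing minigene plus DsRed2, 600 cells/well, 48 h compound exposure at 37C. Laser-scanning cytometry; analysed as GFP (500-530 nm)/RFP (575-640 nm) total intensity ratio; 0.5% DMSO vehicle.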
RGS12 GoLoco inh: RGS12 GoLoco-Gai1 interaction inhibition; P63096; Gai1:RGS12 GoLoco peptide FP, rhodamine, 10 min; Potency, µM (top dose mostly 61.6 µM), inactives show top-dose activity, negative = inhibition, most hits filed as inhibitors; AID 880; 230,000 tested, 0.44% active; active = well fitted inhibition curve with a large enough effect, not every such curve was filed as active; inactive = no such curve, though single readings can be large or run the other way; note: % is set by controls: 0 for no effect and ±100 for the full control effect; nearly all actives have a fitted effect of over 30% in size; many of its hits are not listed in these tables
SMN2 splice up: increases expression of the SMN2 splice variant | AID 1458 | Potency, µM (top dose mostly 46.1 µM), without a hit: at the highest dose activity change, positive = activation, actives largely listed as activators | 210,000 tested, 2.8% active | HEK293 SMN2-luciferase splicing reporter, luminescence, 30-36 h; note: % of control where 0% means no effect; nearly all actives have a fitted effect of over 55% in size
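qHTS luciferase splicing reporter: luminescence rises when SMN2 exon 7 is included in transfected HEK293 cells. Compound exposure lasted 30-36 h at 37C, with 4.5 mM final sodium butyrate as control, followed by a ONE-Glo read.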
ALDH1A1 inh: inhibitors of human aldehyde dehydrogenase 1A1. P00352. Purified ALDH1A1, NADH fluorescence, propionaldehyde substrate. Potency, µM (highest dose often 75.3 µM), for the others: top-dose activity, negative = inhibition, usual class: inhibitors. 220,000 tested, 7.3% active; active = well fitted inhibition curve with a large enough effect, not every such curve was filed as active; inconclusive = small, poorly fitted or top-dose-only effect, or another doubt; inactive = no such curve, though single readings can be large or run the other way;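 note: plate controls were no enzyme wells and a reference inhibitor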
Target sequence (P00352 whole entry, looked up): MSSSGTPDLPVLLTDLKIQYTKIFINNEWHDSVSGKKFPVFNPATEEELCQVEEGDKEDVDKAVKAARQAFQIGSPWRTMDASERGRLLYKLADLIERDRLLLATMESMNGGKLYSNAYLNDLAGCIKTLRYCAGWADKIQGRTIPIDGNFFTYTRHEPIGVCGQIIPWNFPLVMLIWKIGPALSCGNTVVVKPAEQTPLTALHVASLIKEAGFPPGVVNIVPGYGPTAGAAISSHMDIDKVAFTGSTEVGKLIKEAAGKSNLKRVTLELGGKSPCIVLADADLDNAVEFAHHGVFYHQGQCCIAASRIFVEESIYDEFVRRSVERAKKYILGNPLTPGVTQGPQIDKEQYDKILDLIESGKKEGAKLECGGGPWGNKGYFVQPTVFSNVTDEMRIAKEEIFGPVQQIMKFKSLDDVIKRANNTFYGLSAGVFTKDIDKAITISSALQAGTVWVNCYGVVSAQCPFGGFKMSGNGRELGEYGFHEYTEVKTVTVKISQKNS
KDM4E inh: blocks human JMJD2E demethylase activity | B2RXH2 | AID 2147 | JMJD2E catalytic domain, FDH-coupled NADH fluorescence (FDH is formaldehyde dehydrogenase) | 230,000 tested, 1.6% active | Potency, µM (series often up to 57.1 µM), inactives show at the top dose activity change, negative = inhibition, most hits filed as inhibitors; active = well fitted inhibition curve with a large enough effect, not every such curve was filed as active; inconclusive = small, poorly fitted or top-dose-only effect, or another doubt; inactive = no such curve, though single readings can be large or run the other way;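 note: 0% = wells with enzyme and -100% = buffer wells without enzyme; nearly all actives have a fitted effect of over 50% in size; many of its hits are not listed in these tables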
The depositor's hits bear a star; i = inactive; ? = inconclusive; nt = no result given; & = joins results of further samples; [ ] = dose if it differs, or a comment. Unless noted, calls come from the whole dose curve; as a rule, active = well fitted curve in the direction sought with a large enough effect; inconclusive = small, poorly fitted or top-dose-only effect, or another doubt; inactive = no such curve, though single readings can be large; an effect the other way counts as inactive or inconclusive. Potency is the fitted concentration of half-maximal effect.

SMILES	TRb SRC2 PPI	RECQ1 helicase	TexasRed fluor	LMNA splice mod	RGS12 GoLoco inh	SMN2 splice up	ALDH1A1 inh	KDM4E inh
CCn1c(CC(=O)Nc2ccc(C)cc2)nnc1SCC(=O)N1CCN(c2ccccc2)CC1	10%	-11%	-1%	-2%	-2%	-15%	6%	9%
O=C1C2C3C=CC(C4CC34)C2C(=O)N1Cc1ccccc1 (stereo not drawn)	-4%	i	1%	nt	9%	nt	?	0%
CC(NC(=O)C(=O)NCC1CCCO1)c1ccccc1 (stereo not drawn)	-2%	-3%	3%	2%[46 µM]	10%	20%	6%	-9%
Cn1cccc1/C=N/NC(=O)c1cccc(OC(F)(F)C(F)F)c1	-4%	-3%	0%	3%	3%	24%	3%	5%
Cn1c(=O)n(C)c2cc(NS(C)(=O)=O)ccc21	-10%	14%	-1%	16%	3%	-1%	?	-2%
CNCc1ccccc1OCC(=O)Nc1ccccc1OC	-4%	i	-5%	-2%	7%	11%	5%	5%
Cc1cc(Cl)cc(Br)c1OCCCN1C(=O)NC(C)(C)C1=O	-14%	-6%	1%	-4%	1%	-10%	?	3%
Cc1ccc(OCCNC(=O)c2cc(=O)[nH]c3ccccc23)cc1	4%	-12%	-1%	nt	-7%	-9%	4%	?
CN1C2C=C3C(C#N)=C(N)C(C#N)(C#N)[C@@H](c4cccc(F)c4)[C@@H]3C1CC2 (stereo partly drawn)	-21%	-13%	14%	7%	-150%	9%	?	?
O=c1[nH]c(Cn2nnc(-c3ccccc3)n2)nc2scc(-c3ccccc3)c12	-8%	-1%	0%	?	26%	-26%	5%	-9%

Taken from the entries so far for reference:
SMILES	TRb SRC2 PPI	RECQ1 helicase	TexasRed fluor	LMNA splice mod	RGS12 GoLoco inh	SMN2 splice up	ALDH1A1 inh	KDM4E inh
CCn1c(CC(=O)Nc2ccc(C)cc2)nnc1SCC(=O)N1CCN(c2ccccc2)CC1	10%	-11%	-1%	-2%	-2%	-15%	6%	9%
O=C1C2C3C=CC(C4CC34)C2C(=O)N1Cc1ccccc1 (stereo not drawn)	-4%	i	1%	nt	9%	nt	?	0%
CC(NC(=O)C(=O)NCC1CCCO1)c1ccccc1 (stereo not drawn)	-2%	-3%	3%	2%[46 µM]	10%	20%	6%	-9%

(more compounds)
SMILES	TRb SRC2 PPI	RECQ1 helicase	TexasRed fluor	LMNA splice mod	RGS12 GoLoco inh	SMN2 splice up	ALDH1A1 inh	KDM4E inh
Cc1cc(C)nc(NS(=O)(=O)c2ccc(NC(=S)NC(=O)C(C)C)cc2)n1	-12%	-6%	-1%	9%	-10%	-1%	10%	7%
O=C1/C(=C/c2ccc(F)cc2)CCC1C1CCCC1 (stereo not drawn)	-11%	i	-6%	-16%	-2%	10%	?	4%
CCCCCCNC(=O)Cc1nc2nc(C)cc(C)n2n1	-14%	i	0%	13%	0%	-2%	-3%	6%
COc1ccc(C(=O)NCC(=O)OCC(=O)NCCC2=CCCCC2)cc1	-2%	-7%	-2%	-2%[46 µM]	10%	3%	16µM*	5%
Cc1cccc(N2CCN(C(=O)c3cc4c(=O)n(C)c5ccccc5c4n3C)CC2C)c1 (stereo not drawn)	-10%	i	1%	?	23%	-10%	-15%	-17%
O=c1oc2cc(OCc3ccc(C(F)(F)F)cc3)ccc2cc1-c1ccccn1	9%	-1%	-2%	1%	4%	-4%	-13%	?
CC(=O)c1ccc(-c2ccc([C@H]3[C@H]4C=CC[C@@H](C)[C@@H]4C(=O)N3Cc3ccccc3)c(F)c2)cc1	-7%	i	-2%	nt	2%	nt	nt	?
Cc1cc(C)n(C(=O)CNC(=O)c2ccco2)n1	-1%	i	-3%	-6%	3%	6%	6%	-7%
COC(=O)c1ccc(NC(=O)COc2ccc(S(=O)(=O)NC(C)(C)C)cc2)cc1	2%	18%	-6%	nt	12%	0%	?	10%
O[C@H]1COC2C1OC[C@@H]2O (stereo partly drawn)	-1%	-9%	-3%	?	9%	-15%	-3%	8%
O=C(CNC(=O)c1cccc(F)c1)N/N=C/c1ccc(O)c([N+](=O)[O-])c1	-7%	-3%	-4%	-12%	14%	20%	6%	5%
COc1cccc(-n2c(Cc3cc(=O)[nH]c(=O)[nH]3)nnc2SCc2cccc(C(F)(F)F)c2)c1	-4%	-2%	-1%	nt	-1%	7%	8%	4%
O=C(Oc1cc(=O)oc2c1c(=O)n1c3c(cccc23)CC1)c1ccc(F)cc1	3%	-2%	-1%	nt	15%	nt	nt	?
Cc1cccc(N2CCN(S(=O)(=O)c3c(C)[nH]c(=O)[nH]c3=O)CC2)c1C	-2%&7%	-3%	-3%&0%	4%[46 µM]	6%	-4%	11%	14%
Cn1ccnc1C(=O)c1ccc(NN)c([N+](=O)[O-])c1	-7%	i	-2%	?	6%	7%	?	-27%
C[C@@H](C(=O)NCc1ccc(S(C)(=O)=O)cc1)[C@@H]1C[C@@]1(C)[C@@H](NC(=O)OCc1ccccc1)c1ccccc1	-1%&11%	-10%&9%	-1%&5%	-6%	11%&4%	-14%&-23%	?	-2%&12%
CCOC(=O)N1CCC(=NNc2ccc(S(=O)(=O)N3CCOCC3)cc2[N+](=O)[O-])CC1	-7%	i	-2%	14%	1%	-21%	?	-14%
CC(C)(C)C(=O)N(Cc1ccccc1)c1ccccn1	8%	-4%	0%	0%[46 µM]	4%	-1%	-3%	-10%
Cc1ccc(CN2CCN(Cc3cnc(C)s3)CC2CCO)o1 (stereo not drawn)	0%	-15%	-4%	nt	2%	nt	2%	3%
C=CCn1c(SCC(=O)Nc2c(C)cccc2C)nnc1-c1cnccn1	-6%	-13%	1%	2%	4%	-14%	4%	1%

Given as a markdown table: part of the list above.
| compound | TRb SRC2 PPI | RECQ1 helicase | TexasRed fluor | LMNA splice mod | RGS12 GoLoco inh | SMN2 splice up | ALDH1A1 inh | KDM4E inh |
| --- | --- | --- | --- | --- | --- | --- | --- | --- |
| Cn1ccnc1C(=O)c1ccc(NN)c([N+](=O)[O-])c1 | -7% | i | -2% | ? | 6% | 7% | ? | -27% |
| C[C@@H](C(=O)NCc1ccc(S(C)(=O)=O)cc1)[C@@H]1C[C@@]1(C)[C@@H](NC(=O)OCc1ccccc1)c1ccccc1 | -1%&11% | -10%&9% | -1%&5% | -6% | 11%&4% | -14%&-23% | ? | -2%&12% |
| CCOC(=O)N1CCC(=NNc2ccc(S(=O)(=O)N3CCOCC3)cc2[N+](=O)[O-])CC1 | -7% | i | -2% | 14% | 1% | -21% | ? | -14% |
| CC(C)(C)C(=O)N(Cc1ccccc1)c1ccccn1 | 8% | -4% | 0% | 0%[46 µM] | 4% | -1% | -3% | -10% |

Other entries.
SMILES	TRb SRC2 PPI	RECQ1 helicase	TexasRed fluor	LMNA splice mod	RGS12 GoLoco inh	SMN2 splice up	ALDH1A1 inh	KDM4E inh
CCCNC(=O)COC(=O)c1ccc(S(=O)(=O)N2CCCCCC2)cc1	-1%	-5%	0%	-1%	-1%	-10%	1%	-3%
O=C(Nc1ccc(N2CCOCC2)cc1)c1c(F)cccc1Cl	-1%	-3%	-6%	nt	-4%	0%	-5%	2%
Cc1cc(C(=O)CN2C(=O)NC3(CCCCC3)C2=O)c(C)n1Cc1ccc2c(c1)OCO2	-2%	-13%	-2%	?	-8%	-7%	-13%	7%
COC(=O)C(Cc1c[nH]c2ccccc12)NC(C)=O (stereo not drawn)	7%	-4%	-1%	-17%	0%	-15%	11%	-4%
COc1ccc(OCC(O)CN2C(=O)NC(C)(C)C2=O)cc1 (stereo not drawn)	3%	i	2%	2%	-4%	-9%	?	-6%
CC(=O)c1cccc(NC(=O)CC2S/C(=N/N=C/c3cccs3)NC2=O)c1 (stereo not drawn)	18%	i	-3%	-7%[46 µM]	6%	4%	10%	4%
CC[n+]1c(/C=C2/C=C(C)CC(C)C2)sc2ccccc21 (stereo not drawn)	3%	-3%	-1%	nt	-4%	-44%[inhibitor]	?	22µM*
Cc1ccnc(Nc2nc(-c3c(C)nc4sccn34)cs2)c1	-3%	i	-8%	?	5%	-71%[inhibitor]	6%	?
CCNc1ncc2nc(-c3ccc(Cl)cc3)c(=O)n(CCC#N)c2n1	nt	0%	nt	-6%	2%	nt	?	nt
c1ccc(-c2cc3c(N4CCCCC4)ncnc3s2)cc1	-2%	i	-4%	-5%[46 µM]	-4%	-27%	?	?
COc1cc([N+](=O)[O-])ccc1-c1ccc(C(=O)Nc2ccc(NC(C)=O)cc2)o1	2%	2%	0%	-19%	1%	-7%[1.84 µM]	0.89µM*	2%
O=C(c1ccncc1)N1N=C(C2CC2)CC1(O)C(F)(F)F (stereo not drawn)	-6%	i	0%	nt	-7%	nt	12%	-1%
O=C(CSc1nc2ccccc2s1)Nc1nccs1	-2%	-11%	-1%	5%	-3%	?	2%	4%
Cn1c(N)c(C(=O)CSc2nc3ccccc3c(=O)n2Cc2ccccc2)c(=O)n(C)c1=O	-4%	-7%	0%	nt	1%	nt	2%	1%
Cc1ccc(OCC(=O)Nc2ccc(N3CCCC3)cc2)cc1C	0%	-19%	-5%	14%	16%	2%	?	?
CCCOc1cccc(C(=O)Nc2cccc(NC(=O)c3ccco3)c2)c1	2%	-10%	1%	?	12%	8%	?	-5%
Cn1c(=O)c2c(nc(N/N=C/c3cccnc3)n2Cc2ccccc2)n(C)c1=O	1%	-9%	-3%	nt	5%	nt	nt	-8%
CC(=O)Nc1ccc(OC(=O)COc2ccc(Br)cc2)cc1	-1%	0%	-2%	1%	1%	17%	10%	3%
Cn1nc(C(=O)N2CCOCC2)c([N+](=O)[O-])c1C(=O)N1CCOCC1	4%	-3%	-7%	-6%	1%	-1%	1%	2%
O=C(COc1nncc2ccccc12)NCCC1=CCCCC1	-4%	1%	1%	2%	8%	3%	-4%	3%
O=C1CN(C(=O)c2cc3ccccc3oc2=O)C(c2ccc(F)cc2)c2cc(F)ccc2N1 (stereo not drawn)	-4%	-4%	-1%	12%	15%	-22%	-5%	5%
C=CCn1c(SCC(=O)NCC2CCCO2)nnc1C1CCCCC1 (stereo not drawn)	7%	0%	1%	-7%	-4%	?	?	0%

Only part of the results is shown (hit frequency here may not be typical).
